From PubChem BioAssay
TDP-43 yeast inh: qHTS of TDP-43 Inhibitors; 410,000 tested, 1.8% active; Potency, µM (top dose mostly 46.1 µM), for the others: top-dose growth rescue (activation), actives largely listed as activators; TDP-43 expressing yeast growth rescue, BacTiter-Glo, 24 h; further: potency means the concentration at half of the fitted maximal effect; % of control where 0% means no effect; nearly all actives have a fitted effect of over 50% in size
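Cell-based yeast growth screen: TDP-43 expression induced in galactose, inoculum OD600=0.02 after raffinose pregrowth to mid-log. Read-out BacTiter-Glo luminescence at 24 hr, 30 deg C; inhibition of toxicity seen as signal increase.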
GLP-1R inv ag: qHTS of GLP-1 Receptor Inverse Agonists (Inhibition Mode) | Glucagon-like peptide 1 receptor (Homo sapiens), P43220 | HEK293 GLP-1R CRE-luciferase, luminescence, 24 h; GLP-1R form is constitutively active | Potency, µM (top dose mostly 38.3 µM), for inactives: at the highest dose activity change, negative = inhibition, actives largely listed as inhibitors | 410,000 tested, 1.6% active | AID 624417, 2012; further: potency means the concentration at half of the fitted maximal effect; on the % scale 0 is the no-effect control and ±100 the full control effect; nearly all actives have a fitted effect of over 55% in size
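Inverse agonists were sought by their lowering of basal cAMP reporter luciferase output in HEK293 cells stably carrying constitutively active human GLP-1R, after 24 h compound treatment.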
DRD3 antagonist: qHTS of D3 Dopamine Receptor Antagonist: qHTS; D(3) dopamine receptor (Homo sapiens), P35462; D3R cells, DiscoveRx beta-arrestin luminescence, antagonist mode; active compounds read low; AID 652054, 2013; 360,000 tested, 2.5% active; max response, negative = inhibition, %; in the data active means max response below about -50%; inconclusive means no clear call, values can overlap the other calls; further: on the % scale 0 is the no-effect control and ±100 the full control effect; mostly tested at two doses, the higher about 12 µM
Target sequence (P35462 whole entry, looked up): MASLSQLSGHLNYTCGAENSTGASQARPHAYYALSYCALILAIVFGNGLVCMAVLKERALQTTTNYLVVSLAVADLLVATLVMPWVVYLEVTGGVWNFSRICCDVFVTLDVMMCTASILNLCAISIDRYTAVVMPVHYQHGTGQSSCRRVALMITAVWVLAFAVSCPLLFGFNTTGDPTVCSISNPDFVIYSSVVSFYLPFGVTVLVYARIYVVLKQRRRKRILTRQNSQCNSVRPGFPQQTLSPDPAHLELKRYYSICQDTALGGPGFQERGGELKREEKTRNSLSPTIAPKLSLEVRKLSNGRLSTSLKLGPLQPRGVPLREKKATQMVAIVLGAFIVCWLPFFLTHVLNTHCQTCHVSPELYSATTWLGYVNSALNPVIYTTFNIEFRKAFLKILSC
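Cells expressing the human receptor were seeded at 1500 cells/well, incubated overnight at 37 degrees C in 5% CO2, then exposed to library compounds with dopamine controls for 90 minutes at 37 degrees C before luminescent detection.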
aSyn yeast inh: qHTS of alpha-syn Inhibitors; Yeast expressing alpha-synuclein, growth rescue, BacTiter-Glo, 24 h; 370,000 tested, 0.14% active; Potency, µM (top dose mostly 46.1 µM), without a hit: at the top dose growth rescue (activation), most hits filed as activators; further: potency means the concentration at half of the fitted maximal effect; % of control where 0% means no effect; nearly all actives have a fitted effect of over 65% in size
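Rescue of yeast growth: cells expressing toxic alpha-synuclein, induced in galactose at OD600 0.02, incubated with compound 24 h at 30 C. ATP luminescence quantified growth; inhibitors of toxicity appear as activators.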
FUS suppressor: qHTS for Suppressors of FUS Proteinopathy: Primary screen using FUS-linked yeast assay | S. cerevisiae FUS-expressing, growth rescue, OD600, 24 h | AID 1347120, 2019 | Potency, µM (series often up to 76.6 µM), without a hit: top-dose growth rescue (activation), actives largely listed as activators | 390,000 tested, 0.24% active;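 further: potency means the concentration at half of the fitted maximal effect; plate controls were DMSO vehicle for no effect and reference control for full effect; nearly all actives have a fitted effect of over 55% in size; some results filed as inactive show a strong effect at the top dose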
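Absorbance at 600 nm, taken 24hr after compound addition, measured rescue of FUS-yeast growth at 30C. Induction used 2% galactose with seeding at OD 0.005. Controls: CP55940 from 92uM final, DMSO only.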
Abeta yeast res: qHTS for compounds that reverse cellular toxicity of Amyloid beta (A-beta) peptide in yeast: Primary Screen; yeast expressing A-beta42, growth rescue, OD600, 48 h; response scale: 0% DMSO, 100% iron-clioquinol control; Potency, µM (top dose mostly 46.1 µM), without a hit: at the highest dose growth rescue, usual class: activators; 410,000 tested, 0.063% active; AID 1347071, 2019; further: potency means the concentration at half of the fitted maximal effect; nearly all actives have a fitted effect of over 55% in size
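Growth rescue measured by 600 nm absorbance after 48 h yeast culture at 30 C with compound. Values normalized between DMSO and an equimolar ferric chloride plus clioquinol control.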
GLP-1R agonist: qHTS of GLP-1 Receptor Agonists. Glucagon-like peptide 1 receptor (Homo sapiens), P43220. HEK293 GLP-1R CRE-luciferase, luminescence, 4-6 h; cells express a hypersensitive GLP-1R form. Potency, µM (doses to about 45.6 µM), without a hit: top-dose activation, most hits filed as activators. 380,000 tested, 0.007% active. AID 624172, 2012; further: potency means the concentration at half of the fitted maximal effect; % of control where 0% means no effect
Akt phos inh: HTS Assay for Inhibitors of Akt Phophorylation: Primary Screen; activity change, % for hits at 50 µM; Neuro2A IGF-stimulated pAkt S473 HTRF, 20 min; active compounds read low; AID 651550, 2012; 360,000 tested, 0.32% active; in the data active means activity change below about -80%; inconclusive means mostly about -51% to -80%; further: on the % scale 0 is the no-effect control and ±100 the full control effect
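Neuro2A cells (4,500/well, DMEM with 0.5% FBS) were treated with compound at a single 50 µM final concentration, stimulated with 6 nM IGF for 20 min at 37 °C, and lysed. Phospho-Akt Ser473 was read by HTRF as 665/615 ratio ×10^4.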
PTHR1 agonist: qHTS for PTHR1 Agonists: Primary Screen; 410,000 tested, 0.075% active; HEK293 GP2 PTHR1 cells, GloSensor cAMP luminescence, 1 h; Parathyroid hormone/parathyroid hormone-related peptide receptor (Homo sapiens), Q03431; AID 743266, 2014; Potency, µM (top dose mostly 115 µM), for inactives: at the highest dose activation, hits mostly activators; further: potency means the concentration at half of the fitted maximal effect; nearly all actives have a fitted effect of over 55% in size; some results filed as inactive show a strong effect at the top dose; inactives centre near -15; many of its hits are not listed in these tables
Target sequence (Q03431 whole entry, looked up): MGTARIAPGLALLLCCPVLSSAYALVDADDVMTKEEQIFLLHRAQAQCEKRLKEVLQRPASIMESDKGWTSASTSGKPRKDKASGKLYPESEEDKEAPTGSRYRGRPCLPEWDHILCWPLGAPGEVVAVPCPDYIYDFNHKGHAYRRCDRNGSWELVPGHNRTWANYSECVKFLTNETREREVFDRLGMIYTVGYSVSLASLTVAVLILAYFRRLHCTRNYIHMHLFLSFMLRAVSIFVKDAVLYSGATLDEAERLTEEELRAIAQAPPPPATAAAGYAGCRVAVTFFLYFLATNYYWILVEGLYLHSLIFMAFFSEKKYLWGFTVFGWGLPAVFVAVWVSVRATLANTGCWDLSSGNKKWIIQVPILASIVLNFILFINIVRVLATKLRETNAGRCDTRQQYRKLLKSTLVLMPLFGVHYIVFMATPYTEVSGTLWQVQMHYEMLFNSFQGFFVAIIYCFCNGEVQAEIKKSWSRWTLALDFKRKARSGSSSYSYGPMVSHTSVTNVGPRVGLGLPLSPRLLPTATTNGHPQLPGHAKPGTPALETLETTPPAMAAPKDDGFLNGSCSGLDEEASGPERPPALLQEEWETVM
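HEK-293-derived GP2 cells expressing PTHR1 and a GloSensor cAMP reporter, 3,000/well, plated overnight, given luciferin plus IBMX (each 0.5 mM as added) for 1 h at 37 °C, then compound for 1 h at 37 °C. Luminescence was read after 15 min at room temperature.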
Numbers without * were called inactive; i = inactive; ? = inconclusive; / = not tested or not shown; & = joins results of further samples; [ ] = remark or other dose. Unless noted, the call rests on the fitted dose curve; in most records, active means well fitted curve in the direction sought with a large enough effect; inconclusive means small, poorly fitted or top-dose-only effect, or another doubt; inactive means no such curve, though single readings can be large; an effect the other way counts as inactive or inconclusive. Some of the compounds tested (hit frequency here may not be typical).

Order of results: TDP-43 yeast inh | GLP-1R inv ag | DRD3 antagonist | aSyn yeast inh | FUS suppressor | Abeta yeast res | GLP-1R agonist | Akt phos inh | PTHR1 agonist
- CCN1C(=O)NC(c2ccccc2)C1=O (configuration not stated)
  0.0% | 5.5% | 6.5 | 2.6% | -18.0% | 1.9% | -4.8% | i | -20.4%
- COCCN1C(=O)c2oc3ccccc3c(=O)c2C1c1cccc(O)c1 (configuration not stated)
  3.1% | 2.2% | 28.4 | 1.2% | -21.1% | 12.5% | -2.6% | i | -4.6%
- O=C(CSCc1ccc(Cl)cc1)NCCSCc1ccco1
  0.0% | -10.9%[7.66 µM] | 4.2 | 28.5% | 23.5% | 20.7% | -1.0% | i | -39.2%[inhibitor]
- CC(=O)NC(CCS(C)(=O)=O)C(=O)Nc1cccc(C(C)=O)c1 (configuration not stated)
  -4.3% | 5.7% | 8.6 | -6.9% | 8.8% | 13.5% | -3.0% | i | -1.7%[57.5 µM]
- O=C1OCCN1C(=O)[C@H]1[C@H](c2ccc(F)cc2)C(c2cccc(Cl)c2)=NN1c1ccccc1
  4.8% | ? | 0.0 | 14.1% | 36.4% | 6.2% | 0.4% | i | i
- CC(C)NC(=O)c1ccc(-n2c(-c3ccccc3)cc3c2CCCCC3)cc1
  2.2% | 7.8% | / | / | 2.3% | -13.8% | / | / | ?
- CCOC(=O)c1c(NC(=O)COC(=O)CCNS(=O)(=O)c2ccccc2)sc(C(=O)N(C)C)c1C
  9.9% | -0.7% | 4.2 | -6.0% | 13.7% | 5.3% | 11.3% | i | -19.1%
- CN1CCN(CCCNc2c(C=O)c(=O)[nH]c3ccccc23)CC1
  1.1% | 0.3% | -24.5 | 4.5% | 20.7% | 4.5% | -2.0% | i | i
- O=C(c1ccncc1)N1CCN(CCc2ccccc2)CC1
  -17.3% | -4.1% | 6.9 | -3.9% | -5.0% | -1.1% | -7.0% | i | -94.1%[inhibitor]
- O=C(O)CSc1ncnc2sc(-c3ccccc3)cc12
  14.1% | -13.8% | 7.8 | 24.5% | 9.1% | 18.5% | -0.2% | i | -13.4%
- COc1ccc(C(=O)NC2CC(=O)N(c3ccc4c(c3)OCCO4)C2)cc1 (configuration not stated)
  12.7% | 14.5% | / | / | 17.3% | -5.0% | 0.8% | / | i
- CCc1ccccc1NC(=O)Cn1c(=O)n(CCc2ccccc2)c(=O)c2ccccc21
  0.0% | 15.1% | / | / | -31.0% | 15.0% | -0.3% | / | -37.6%[inhibitor]
- COC(=O)[C@]1(Cc2ccccc2)N[C@H](CN(C)S(=O)(=O)c2ccc(C)cc2)[C@@H]2C(=O)N(Cc3ccccc3)C(=O)[C@@H]21
  0.0% | -9.1% | 21.3 | 8.0% | ? | -6.4% | -2.1% | i | 26.8%
- CCC(c1nnnn1CCOC)N1CCN(C(=O)c2ccco2)CC1 (configuration not stated)
  -11.4% | 21.3% | 2.0 | -0.6% | -9.9% | -5.0% | -1.4% | i | -13.8%
- COc1ccc(OCCCC(=O)OC(C)C(=O)Nc2ccc(NC(C)=O)cc2)cc1 (configuration not stated)
  13.0% | 15.9% | -23.5 | 0.6% | -0.7% | 5.0% | -14.9% | i | -14.7%
- COc1ccc(NC(=O)CSc2nnnn2C2CCCCC2)c(OC)c1
  -5.6% | -8.1% | -6.7 | 8.0% | -12.0% | -8.6% | 10.8% | i | i
- CCOC(=O)C1CCN(C(=O)CCC(=O)NNc2nc3ccccc3c3nc(C)nn23)CC1
  19.7% | 7.8% | 19.7 | -1.6% | 10.3% | 1.5% | 2.4% | i | i
- Clc1ccc(CSc2nnc(-c3ccncc3)o2)c(Cl)c1
  2.82µM* | -2.3% | 5.7 | / | -0.9% | 8.4% | 5.9% | / | -33.7%
- C=C1C(C(=O)N2CCOCC2)C1C(=O)N1CCOCC1 (configuration not stated)
  -16.0% | -6.6% | -20.0 | 1.5% | 3.4% | -8.8% | -1.5% | i | i
- O=C1C=C(c2cccc(O)c2)CCC1
  3.3% | 3.9% | 7.2 | 0.2% | -14.0% | 6.7% | -1.6% | i | i

For convenience, 6 of the compounds above.
Order of results: TDP-43 yeast inh | GLP-1R inv ag | DRD3 antagonist | aSyn yeast inh | FUS suppressor | Abeta yeast res | GLP-1R agonist | Akt phos inh | PTHR1 agonist
- CCN1C(=O)NC(c2ccccc2)C1=O (configuration not stated)
  0.0% | 5.5% | 6.5 | 2.6% | -18.0% | 1.9% | -4.8% | i | -20.4%
- COCCN1C(=O)c2oc3ccccc3c(=O)c2C1c1cccc(O)c1 (configuration not stated)
  3.1% | 2.2% | 28.4 | 1.2% | -21.1% | 12.5% | -2.6% | i | -4.6%
- O=C(CSCc1ccc(Cl)cc1)NCCSCc1ccco1
  0.0% | -10.9%[7.66 µM] | 4.2 | 28.5% | 23.5% | 20.7% | -1.0% | i | -39.2%[inhibitor]
- CC(=O)NC(CCS(C)(=O)=O)C(=O)Nc1cccc(C(C)=O)c1 (configuration not stated)
  -4.3% | 5.7% | 8.6 | -6.9% | 8.8% | 13.5% | -3.0% | i | -1.7%[57.5 µM]
- O=C1OCCN1C(=O)[C@H]1[C@H](c2ccc(F)cc2)C(c2cccc(Cl)c2)=NN1c1ccccc1
  4.8% | ? | 0.0 | 14.1% | 36.4% | 6.2% | 0.4% | i | i
- CC(C)NC(=O)c1ccc(-n2c(-c3ccccc3)cc3c2CCCCC3)cc1
  2.2% | 7.8% | / | / | 2.3% | -13.8% | / | / | ?

The listing continues:
Order of results: TDP-43 yeast inh | GLP-1R inv ag | DRD3 antagonist | aSyn yeast inh | FUS suppressor | Abeta yeast res | GLP-1R agonist | Akt phos inh | PTHR1 agonist
- Cc1ccc(NC(=S)NNC(=S)NCc2ccccc2)cc1
  7.3% | ? | ? | -4.9% | 44.4% | 19.1% | 19.0% | i | ?
- c1ccc(C2=Nc3c(ccc4ccccc34)C(c3ccncc3)=NN2)cc1
  -32.2%[inhibitor] | ? | -0.8 | 20.3% | ? | -6.2% | 12.7% | i | -20.9%
- CCN(CC)S(=O)(=O)c1cc(C)ccc1NC(=S)Nc1cccnc1
  13.8% | ? | 4.6 | -2.0% | 17.5% | 5.1% | -4.4% | i | -27.5%
- COc1ccc(-n2nc3ccc(NC(=O)c4ccc(-c5cc(Cl)ccc5Cl)o4)cc3n2)cc1
  26.8% | -22.8% | / | / | -12.2% | -2.5% | / | / | -16.3%
- CCCCN(C)CCNC(=O)c1cc(-c2cccnc2)nc2ccc(S(=O)(=O)N3CCC(C)CC3)cc12
  11.5%&-6.1% | ? | -9.6 | 4.7% | 5.8%&21.2% | -0.6%&-1.5% | 11.8% | i | i
- O=C(NCc1ccco1)C1CCN(c2ccc(S(=O)(=O)N3CCOCC3)cc2[N+](=O)[O-])CC1
  -18.9%[0.397 µM] | 20.5% | -4.4 | -7.5% | 27.0% | -20.7% | 19.8% | i | i
- Cn1c(=O)c2c(nc(SCC(=O)NC34CC5CC(CC(C5)C3)C4)n2C)n(C)c1=O
  -18.5% | 0.0% | ? | -3.9% | 3.0% | -13.9% | 5.3% | i | -12.2%[57.5 µM]
- Cc1cc(C(=O)CSc2n[nH]c(N)n2)c(C)n1C1CC1
  -7.4% | 9.4% | -22.2 | 5.2% | 24.6% | -1.7% | -4.6% | i | -23.8%[57.5 µM]
- COc1ccc(-c2cc(C(=O)NN)n(-c3ccccc3)n2)cc1
  27.2% | 21.7% | 0.6 | 1.4% | ? | 8.6% | -2.3% | i | i
- O=C(O)CCSc1nnc(COc2ccc(Cl)cc2)n1-c1ccccc1
  3.1% | -5.0% | 2.9 | -6.3% | 23.0% | -8.0% | -3.9% | i | -8.7%
- CCN1C(=O)CC(c2ccc(OC(C)C)cc2)C1=O (configuration not stated)
  -5.4% | 9.8% | 10.5 | 10.6% | 3.1% | -6.3% | 0.9% | i | i
- CN1C[C@@H]2[C@@H]3C(=O)N(C)C(=O)[C@@H]3[C@](Cc3ccccc3)(C1=O)N2C(=O)c1ccccc1
  5.9% | 5.4% | 0.1 | -2.1% | -9.8% | 14.2% | 5.1% | i | -17.3%
- CCCNC(=O)Nc1cccc(C(=O)OC)c1
  -4.8% | 13.3% | -21.4 | -0.4% | 8.3% | -3.8% | -2.4% | i | 0.7%
- COC(=O)c1cc(/C=C/c2ccccc2)[nH]n1
  19.7% | -14.1% | 9.0 | -12.9% | -4.0% | 2.0% | -2.1% | i | i
- O=C1N=C(N2CCN(c3ccccc3)CC2)S/C1=C/c1ccco1
  0.0% | 13.3% | 25.4 | 0.9% | ? | 6.7% | 39.2% | i | -46.6%[inhibitor]
- N#C/C(=C\c1cn(CCOc2ccccc2F)c2ccccc12)C(=O)NCc1cccs1
  -0.8% | 5.4% | 5.3 | 3.2% | -4.5% | 26.1% | -4.6% | i | -9.5%
- Cc1ccc(S(=O)(=O)CCC(=O)Nc2ccccc2Br)cc1
  14.1% | -1.2% | 4.3 | 6.8% | 5.4% | -0.7% | -5.1% | i | -10.9%
